EP2 modulator = EP2 receptor (human) modulation. AID 940. hit rate 0.83% among 260,000. induction, % at 25 µM. EP2-expressing cells, cAMP HTRF FRET, PGE2 co-stimulation;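 active = compounds whose cAMP rise, as percent of the full-agonist control response, exceeds 60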;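 also: rat C6 glioma line stably carrying human EP2 under a CMV promoter; the protocol text gives 20 µM as final concentration; 100% = response of wells given 1 µM PGE2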
p97 ATPase inh = human p97 ATPase inhibition; AID 1481; inhibition, % at 8 µM; recombinant p97 ATPase, Kinase-Glo ATP luminescence, 3 h; hit rate 0.42% among 220,000; P55072; in the data active = inhibition above about 15%;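 also: 0% = DMSO vehicle and 100% = wells lacking enzyme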
EP2 antag = blocks the human prostaglandin E2 receptor EP2. hit rate 0.52% among 260,000. C6 glioma cells expressing human EP2, cAMP TR-FRET; cells stimulated with saturating PGE2. AID 1422. inhibition, % at 25 µM;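 active = percent inhibition above 40 after rounding to a whole number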;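 also: rat C6 glioma host cells with rolipram phosphodiesterase inhibitor present; the protocol text gives 20 µM as final concentration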
S1P4 antag = blocks the human S1P4 receptor | O95977 | S1P4-expressing cells, antagonist mode, reporter read-out | inhibition, % at 4.98 µM | hit rate 0.26% among 220,000 | AID 1510; in the data active = inhibition above about 29%;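 also: 0% = wells stimulated with agonist and 100% = vehicle wells without agonist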
Target sequence (O95977 whole entry, looked up): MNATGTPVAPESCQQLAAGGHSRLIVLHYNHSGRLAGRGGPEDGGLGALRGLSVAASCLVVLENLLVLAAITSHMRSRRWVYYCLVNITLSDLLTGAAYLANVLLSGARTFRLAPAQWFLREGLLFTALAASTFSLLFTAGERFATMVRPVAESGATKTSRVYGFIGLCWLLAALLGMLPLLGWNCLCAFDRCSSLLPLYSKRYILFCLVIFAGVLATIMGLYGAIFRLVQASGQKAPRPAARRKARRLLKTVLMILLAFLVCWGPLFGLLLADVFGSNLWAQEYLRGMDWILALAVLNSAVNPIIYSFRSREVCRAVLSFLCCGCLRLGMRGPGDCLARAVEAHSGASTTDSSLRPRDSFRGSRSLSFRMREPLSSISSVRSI
NPY-Y1 antag = blocks the human neuropeptide Y Y1 receptor; P25929; HEK293-CNG Y1 cells, membrane potential fluorescence; NPY at EC95, then isoproterenol; inhibition, % at 3.6 µM; hit rate 1% among 200,000; AID 1040;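 active = inhibition above the campaign mean inhibition of all tested compounds plus 3 SD, cut at about 20% in these data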;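 also: 0% = DMSO wells given NPY plus isoproterenol and 100% = isoproterenol alone without NPY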
Target sequence (P25929 whole entry, looked up): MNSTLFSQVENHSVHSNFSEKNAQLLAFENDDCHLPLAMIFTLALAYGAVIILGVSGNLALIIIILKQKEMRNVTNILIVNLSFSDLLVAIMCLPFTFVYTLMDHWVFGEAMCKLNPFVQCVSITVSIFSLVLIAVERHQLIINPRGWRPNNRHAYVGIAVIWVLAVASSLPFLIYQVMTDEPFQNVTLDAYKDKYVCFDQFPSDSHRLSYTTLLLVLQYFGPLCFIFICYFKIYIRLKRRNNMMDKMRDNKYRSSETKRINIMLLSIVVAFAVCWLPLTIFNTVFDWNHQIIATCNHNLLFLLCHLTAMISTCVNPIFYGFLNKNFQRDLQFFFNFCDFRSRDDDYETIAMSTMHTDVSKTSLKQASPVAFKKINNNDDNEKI
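material = HEK293 cells with Y1 receptor plus CNG channel | also added = NPY 25 nM then isoproterenol 1 µM plus Ro 20-1724 25 µM | schedule = dye 3 h, compound 60 min room temperature, stimulation 45 min | measured by = membrane potential fluorescence | benchmarks = high control isoproterenol alone, low control NPY with isoproterenol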
NPY-Y1 PAM-ag = potentiates or activates human NPY-Y1 receptor. hit rate 0.37% among 220,000. activation, % at 3.6 µM. P25929. NPY-Y1 expressing cells, potentiator/agonist activation. AID 1304; in the data active = activation above about 33%, passing the limit was not always enough;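 also: cells stimulated with NPY at EC10 then isoproterenol at EC100; 0% = low agonist plus stimulus and 100% = saturating agonist plus stimulus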
S1P4 ag = human S1P4 receptor agonism; O95977; S1P4-expressing cell line, agonist reporter assay; activation, % at 4.98 µM; hit rate 0.35% among 220,000; AID 1509; in the data active = activation above about 11%;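 also: 0% = DMSO vehicle and 100% = reference agonist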
eIF4E-4G inh = inhibitors of eIF4E and eIF4G interaction in translation initiation | hit rate 0.37% among 220,000 | TR-FRET eIF4E-eIF4GI(517-606) binding, 2 h | P63073+Q04637 | AID 782 | inhibition, % at 21.7 µM;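 active = inhibition above about 30%, limit read from the data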;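 also: 0% = full FRET control wells and 100% = background wells lacking eIF4GI fragment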
NPY-Y2 PAM-ag = potentiators or agonists of human neuropeptide Y receptor Y2. P49146. cells expressing NPY-Y2, potentiator/agonist read-out. activation, % at 3.6 µM. hit rate 0.45% among 220,000. AID 1359; in the data active = activation above about 27%;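 also: cells stimulated with NPY near EC25 plus isoproterenol at EC100; 0% = vehicle plus submaximal agonist and 100% = vehicle plus saturating agonist; some results beyond the cut were filed as inactive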
Starred values were filed as active, the others as inactive; / = no result given; & = joins results of further samples; [ ] = another dose, or the depositor's remark.

SMILES	EP2 modulator	p97 ATPase inh	EP2 antag	S1P4 antag	NPY-Y1 antag	NPY-Y1 PAM-ag	S1P4 ag	eIF4E-4G inh	NPY-Y2 PAM-ag
CC(C)NC(=O)c1ccc(COCC(F)(F)C(F)F)cc1	3	1	10	2	-1	5	-1.7	1	-3
Cc1ccc(N=C(c2cccs2)N2CCOCC2)cc1	12&51	-1	6&5	-5	2	19	0.0	-8	-12
CC1CCN(C(=O)Cn2c(=O)oc3ccccc32)CC1	4	-6	13	-22	-3	6	0.4	2	8
COCCn1c(SCC(=O)NCc2ccccc2)nnc1-c1ccco1	16	1	2	1	2	-14	-2.7	7	-5
O=c1[nH]c2ccsc2c(=O)n1-c1ccc(F)c(Cl)c1	7	-2	8	2	6	17	0.7	-1	6
CC(C)NC(=O)c1cccc(C(F)(F)F)c1	14	2	5	-2	1	-19	-0.8	3	-7
Cc1nc2cc3ccccc3cc2c(=O)[nH]1	-70&-20	-3	15&8	-26	3	-9	0.6	5	3
O=C(CCC1CCCN(C(=O)Cc2cccc(F)c2)C1)N1CCN(c2ccccn2)CC1 (stereo unspecified)	1	-6	2	-17	2	-6	0.9	1	-9
Cc1cc(C)nc(N2CCCC(C(=O)NCC(c3ccccc3)c3ccccc3)C2)n1 (stereo unspecified)	53	0	7	-15	2	-9	-3.8	5[fluorescence artefact?]	-7
CN=c1scc(-c2cccs2)n1/N=C/c1ccccc1O	-63	-2	7	1	-6	31	0.4	-4	15
Cc1ccc(NCN2C(=O)C3C4C=CC(C4)C3C2=O)cc1 (stereo unspecified)	1	-4	11	3	-5	0	1.1	2[fluorescence artefact?]	-13
CC(C)(C)c1[nH]nc2c1C(c1ccccc1OC(=O)N1CCOCC1)C(C#N)=C(N)O2 (stereo unspecified)	16	-5	14	-8	3	-4	-1.0	14	-4
Cc1cc(C)c(S(=O)(=O)c2ccccc2)c(Cl)n1	11	-1	8	-10	-1	-37	0.3	4	4
COc1ccc2nc(SCc3cnc(C)nc3N)[nH]c2c1	-3	-3	9	-17	-3	6	-0.1	-10	-7
Cn1c(-c2ccc3c(c2)OCO3)cnc1NCc1cccc(Cl)c1	-24	-5	8	10	34*	-6	0.6	3	-18

4 compounds from above with just eIF4E-4G inh and NPY-Y1 PAM-ag.
compound	eIF4E-4G inh	NPY-Y1 PAM-ag
CC(C)(C)c1[nH]nc2c1C(c1ccccc1OC(=O)N1CCOCC1)C(C#N)=C(N)O2 (stereo unspecified)	14	-4
COCCn1c(SCC(=O)NCc2ccccc2)nnc1-c1ccco1	7	-14
Cc1cc(C)c(S(=O)(=O)c2ccccc2)c(Cl)n1	4	-37
Cc1cc(C)nc(N2CCCC(C(=O)NCC(c3ccccc3)c3ccccc3)C2)n1 (stereo unspecified)	5[fluorescence artefact?]	-9

(further entries)
SMILES	EP2 modulator	p97 ATPase inh	EP2 antag	S1P4 antag	NPY-Y1 antag	NPY-Y1 PAM-ag	S1P4 ag	eIF4E-4G inh	NPY-Y2 PAM-ag
CCCC(=O)Nc1nc2n(n1)C(c1ccccc1)CC(=O)N2 (stereo unspecified)	27	3	10	-8	-2	8	-0.7	-3[fluorescence artefact?]	5
C/C(=N\NC(=O)c1nn(C)cc1Br)c1cccc(NC(=O)C(C)(C)C)c1	8	-1	10	-18	-8	103*	-0.9	-1[fluorescence artefact?]	41*
COc1ccccc1/C=C/C(=O)c1ccccc1	9	-5	7	10	/	-28	-2.4	0	-11
CC1=CN2C(=N)/C(=C/c3ccco3)C(=O)N=C2S1	5	1	9	-24	-2	-16	1.8	2	7
Cc1noc(C)c1C(=O)N1CCN(c2ncccn2)CC1	4	-2	7	-6	-4	-13	-3.9	-6	3
CCOc1ccccc1NC(=S)N(CCCN1CCOCC1)Cc1cn(C)c2ccccc12	26	3	10	-15	5	-26	1.1	3	-10
N=c1n(CC(=O)c2cccc([N+](=O)[O-])c2)c2ccccc2n1Cc1ccccc1	-66	0	7	-8	-6	-1	0.8	0	-5
N#CCCN1CCN(S(=O)(=O)c2cc(Cl)ccc2Cl)CC1	-8	8	5	-13	1	-10	-0.6	0	-15
COc1ccc(Cn2cnc([N+](=O)[O-])c2)cc1[N+](=O)[O-]	26	10	5	-7	/	-4	0.1	1	3
O=C(C1CCCN(c2nnc(-n3cccc3)s2)C1)N1CCN(c2ccccc2)CC1 (stereo unspecified)	-14	0	12	-27	8	7	0.1	2[fluorescence artefact?]	-5
C#CCNC(=O)C1=C[C@H](c2coc3ccccc3c2=O)C[C@H](OCc2ccc(CO)cc2)O1	-12	3	13	-12	0	5	1.1	3	8
COc1ccc([N+](=O)[O-])cc1NC(C)C	12	1	3	-22	-1	-5	1.4	22	7
COc1ccc(C(C)=O)cc1CSc1ncccn1	7	5	12	-9	-2	1	0.5	1	6
CN1CCN(c2ccc(CNC(=O)c3ccco3)cc2)CC1	11	6	23	-15	/	26	0.5	4	-4
Cc1cc(C)c(NC(=O)C2CSCCS2)c(C)c1 (stereo unspecified)	-25	0	11	9	11	7	0.2	0[fluorescence artefact?]	-3
CN1CCN(Cc2ccc(-c3ccc(Cl)cc3)o2)CC1	-6	-1	11	-1	-2	-6	2.2	-7[fluorescence artefact?]	-4
CC(=O)OC(C(=O)NC1CCCCC1)c1ccccc1Cl (stereo unspecified)	19	3	8	8	1	1	1.5	0	-6
NS(=O)(=O)c1ccc(CNC(=O)c2ccccn2)cc1	-21	-5	5	-1	/	0	-0.9	-3	0
COc1ccc(C(=O)NCC(=O)N/N=C/C(C)=C/c2ccccc2)cc1OC	-50	5	9	-19	11	-13	-1.2	-3	0
O=C(NNc1c(Cl)cccc1Cl)c1cccs1	2	4	12	24	/	-1	0.9	5	6
Cc1ccc(N/N=C(\C#N)C(N)=S)cc1C	-41	2	1	2	4	-6	-2.1	18	7
NS(=O)(=O)c1ccc(CCNC(=O)c2cncc(Br)c2)cc1	16	-9	8	-29	3	-8	1.1	-2	-17
Cc1cc(NC(=O)CSC2=NCCS2)no1	13	3	15	-23	-3	-1	-1.0	2[fluorescence artefact?]	-18
CC(C)c1ccc(C2NC(=S)NC3=C2C(=O)CC(C)(C)C3)cc1 (stereo unspecified)	3	4	8	-8	2	13	0.6	-4	7
CC(=NCCc1c(C)[nH]c2ccc(C)cc12)C1=C(O)CC(c2ccccc2)CC1=O (stereo unspecified)	-90	3	8	9	0	-1	-1.2	-6	-1
O=C(CSc1cn(CCNC(=O)c2cccs2)c2ccccc12)NC1CCCCC1	-14	2	10	4	1	12	1.2	1	-1
CC12CC3CC(C)(C1)CC(CN1CCOCC1)(C3)C2	35	2	12	-14	-6	11	5.8	9	-4
CCOC(=O)C/C(C)=N\Nc1nc(-c2ccccc2)cs1	-18	4	5	-15	-3	10	1.3	-4	0
c1ccc(-c2onc3cc4c(cc23)OCCO4)cc1	12	-1	21	-4	11	-24	-0.4	-2[fluorescence artefact?]	2
CC(=O)Oc1ccccc1N1C(=O)c2ccc(C(=O)O)cc2C1=O	-1	0	5	-16	-2	-2	0.1	3	15
Cc1ccc(CNC(=O)c2ccccc2N(C)S(C)(=O)=O)cc1	-3	0	9	0	2	-15	1.2	0	-12
CN(C)S(=O)(=O)N(CC(=O)N1CCC(Cc2ccccc2)CC1)c1ccccc1	-28	-1	11	-15	-2	13	1.9	4	8
CC(=O)NCCC(=O)Nc1cccc(S(=O)(=O)N(C)c2ccccc2)c1	7	9	1	-1	4	8	-0.1	-2	-3
C=CCn1c(N)cc(=O)nc1SCC(=O)Nc1cccc2ccccc12	-8	2	14	-9	5	4	-0.4	30*	7
COCCN(C(=O)Cn1nnc2ccccc21)C(C(=O)NC1CCCC1)c1ccc(OC)cc1OC (stereo unspecified)	18	-5	15	0	12	-6	0.7	3	-9
CCC(=O)NNc1nc2c(F)cccc2s1	25	1	6	-11	-5	0	-1.2	1	1
CC(=O)C1=C(c2ccccc2)N(C(C)=O)n2c(C)nnc2S1	19	3	4	-3	4	8	-1.1	-3	3
COc1ccc(C2CC(c3cccc(OC)c3)n3nc(N)nc3N2)cc1 (stereo unspecified)	15	2	8	-11	0	-3	0.6	2	3
CC(=O)c1ccc(N2CCN(C(=O)c3ccco3)CC2)c(F)c1	13	2	15	-4	-3	-2	-2.5	6	4
CCc1ccc(NC(=O)CSCCO)cc1	5	1	8	-9	-6	7	1.9	-1	15
Cc1cccc(C(=O)O/N=C2\CCS(=O)(=O)c3sccc32)c1	-6	2	9	-24	6	24	1.6	-1[fluorescence artefact?]	15
Cc1snc(S(=O)(=O)/C(C#N)=N\Nc2ccccc2)c1C#N	14	3	9	9	-3	26	0.3	6[fluorescence artefact?]	-1
COCCCNC(=O)CS(=O)Cc1nc(-c2cccc(OC)c2)oc1C (stereo unspecified)	13	-2	6	-7	10	-6	1.1	-6	-18
CCCN(c1ccc(C)cc1)c1nc(=O)c2cccnc2s1	-6	0	8	-4	/	3	0.2	-2	-8
Cn1c(=O)c2c(ncn2CC(=O)Nc2ccc(N3CCOCC3)cc2)n(C)c1=O	5	0	6	-6	-3	-12	0.2	-7	-3
O=C(/C=C/c1ccc2c(c1)OCO2)Nc1nc(-c2ccc(F)cc2F)cs1	0	-1	2	-2	11	-20	-3.2	9	-5
O=C(c1ccc(N2CCCCCC2)c([N+](=O)[O-])c1)N1CCc2ccccc21	15	9	5	0	-7	18	0.7	7	10
CCOC(=O)C(C)Sc1ncc(OC)c(Sc2ccc(Cl)cc2)n1 (stereo unspecified)	68*	-6	2	-2	8	-11	1.1	1	-22
CN(C)S(=O)(=O)c1ccc(NC(=O)CN2CCOCC2)cc1	1	1	3	-7	/	14	-0.9	-4	-15
C=CCn1c(SCc2ccccc2)nc(O)cc1=O	15	0	10	-17	1	-3	0.0	0	-7
Cc1cc(C=O)c(C)n1-c1ccc(N2CCCC2)c([N+](=O)[O-])c1	13	1	10	-35	7	-5	0.7	-1	-4
O=C(Nc1nc(-c2ccc(F)c(F)c2)cs1)c1cnccn1	-30	0	0	3	/	-7	0.9	-6	-34
Cc1cc([N+](=O)[O-])nn1CC(=O)NNC(=S)Nc1ccc([N+](=O)[O-])cc1	-5	0	11	-11	4	14	-0.5	/	11
CC(NS(=O)(=O)c1cccc(Cl)c1)C(=O)Nc1ccc(-c2nc3ccccc3s2)cc1 (stereo unspecified)	-22	2	20	11	-10	55*	-4.5	-3	20
COc1ccc2ccccc2c1/C=N/N1C(=O)CSC1=S	-27	1	5	-8	4	-8	3.1	0	-6
COCCN1C=C(C(=O)OC)C(c2cc(Br)c(OC)c(OC)c2)C(C(=O)OC)=C1	23	-2	0	-8	-2	12	5.3	-4	6
O=C(C(=C1NCCN1)n1cncn1)c1ccccc1	34	0	8	-6	3	9	-0.2	4	-1
CCOC(=O)CS(=O)(=O)c1nc(-c2ccccc2)cc(C(F)(F)F)n1	-49	-11	16	98*	1	-68	-2.2	2[fluorescence artefact?]	-36
O=C(NC(=S)Nc1ccc(Cc2ccncc2)cc1)c1ccccc1	-80	0	23	-17	-1	-14	1.2	-6[fluorescence artefact?]	1
O=C(CNC(=O)Cn1cnc2sc3c(c2c1=O)CCCC3)NCc1ccccn1	-36	2	8	-10	-2	12	0.4	5	15
COc1ccc(C(C)=O)c2c(O)cccc12	-2	4	15	-3	4	1	-1.9	2	15
COc1ccc(NCC(=O)N/N=C/C2CCCCC2)cc1	-19	4	18	7	/	11	1.4	2	-2

Marked active in EP2 modulator, among the entries above:
Compound	EP2 modulator	p97 ATPase inh	S1P4 antag	NPY-Y1 antag	NPY-Y1 PAM-ag	S1P4 ag	eIF4E-4G inh	NPY-Y2 PAM-ag
CCOC(=O)C(C)Sc1ncc(OC)c(Sc2ccc(Cl)cc2)n1 (stereo unspecified)	68*	-6	-2	8	-11	1.1	1	-22

From PubChem BioAssay

An excerpt (hit frequency here may not be typical).
